NLRP3 yeast inh: NALP3 inflammasome inhibitors in reconstituted yeast, primary screen, luminescence, uHTS; AID 2825, 2010; Yeast reconstituted NLRP3/ASC/caspase-1, beta-gal luminescence, 24 h; actives 0.39% (n = 330,000); inhibition, % at 10 µM;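 active means inhibition of 50% or more; inactive means inhibition below 50%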;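 further: plate controls were induced DMSO wells for no effect and uninduced yeast grown without galactose for full effect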
APOBEC3A inh: APOBEC3A ssDNA deaminase inhibitors, primary screen, selectivity assay for APOBEC3G inhibitor project, biochemical, FAM/TAMRA oligo cleavage fluorescence; DNA dC->dU-editing enzyme APOBEC-3A (Homo sapiens), P31941; recombinant A3A, FAM/TAMRA ssDNA deamination fluorescence; inhibition, % at 20 µM; actives 0.41% (n = 330,000);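 active means at least 40% inhibition at 20 µM here, with at most 30% in a related deaminase screen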;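 further: plate controls were A3A with DMSO for no effect and wells lacking A3A enzyme for full effect; some results filed as inactive read as strong as hits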
Target sequence (P31941 whole entry, looked up): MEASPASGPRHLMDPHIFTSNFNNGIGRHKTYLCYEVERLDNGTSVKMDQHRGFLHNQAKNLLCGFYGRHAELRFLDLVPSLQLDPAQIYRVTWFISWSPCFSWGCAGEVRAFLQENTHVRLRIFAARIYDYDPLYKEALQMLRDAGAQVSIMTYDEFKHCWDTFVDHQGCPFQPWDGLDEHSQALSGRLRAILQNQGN
tim10-1 inh: growth inhibitors of tim10-1 mutant yeast, primary screen, luminescence, uHTS; AID 463190, 2010; actives 2.2% (n = 330,000); inhibition, % at 20 µM; S. cerevisiae tim10-1 ts strain growth, BacTiter-Glo, 24 h;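 active means inhibition of at least 40%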;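 further: mutant grown at 25 °C; 0% = DMSO wells with yeast and 100% = wells holding no yeast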
TIM10 inh: growth inhibitors of isogenic TIM10 control yeast, primary screen, counter-screen for tim10-1 yeast inhibitor project, luminescence, uHTS; S. cerevisiae TIM10 strain growth, BacTiter-Glo luminescence, 24 h; inhibition, % at 10 µM; actives 1.4% (n = 330,000); AID 463195, 2010;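 active means inhibition of 40% or more at the single tested concentration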;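 further: wild-type TIM10 isogenic control strain grown at permissive 25 °C; 0% = DMSO yeast wells and 100% = minimal medium wells without yeast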
hIAP block: human IAP inhibitors, primary screen, biochemical, luminescence, uHTS; inhibition, % at 10 µM; Intestinal-type alkaline phosphatase (Homo sapiens), P09923; purified IAP, CDP-Star luminescence, 30 min; actives 0.12% (n = 330,000);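 active means inhibition reaching a set limit with compound at 10 µM in the primary screen, cut at about 35% in these data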;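 further: plate controls were DMSO wells with enzyme for no effect and no-enzyme buffer wells for full effect; values of inactives mirror those of a sister screen read the other way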
Target sequence (P09923 whole entry, looked up): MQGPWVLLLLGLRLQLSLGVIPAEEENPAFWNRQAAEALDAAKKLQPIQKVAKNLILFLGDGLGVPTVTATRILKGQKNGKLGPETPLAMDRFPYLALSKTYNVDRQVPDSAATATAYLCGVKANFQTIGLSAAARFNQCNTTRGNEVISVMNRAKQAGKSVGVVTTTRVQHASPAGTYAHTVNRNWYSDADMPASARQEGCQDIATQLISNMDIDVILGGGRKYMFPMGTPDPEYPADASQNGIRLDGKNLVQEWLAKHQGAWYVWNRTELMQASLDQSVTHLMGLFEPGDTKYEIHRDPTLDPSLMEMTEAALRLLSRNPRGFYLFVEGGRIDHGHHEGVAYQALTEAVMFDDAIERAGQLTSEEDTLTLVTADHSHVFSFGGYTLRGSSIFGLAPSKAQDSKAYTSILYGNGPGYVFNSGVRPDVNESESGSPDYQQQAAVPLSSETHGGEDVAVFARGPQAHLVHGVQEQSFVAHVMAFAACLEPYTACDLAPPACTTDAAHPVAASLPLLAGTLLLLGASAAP
A3G deaminase: APOBEC3G DNA deaminase inhibitors, primary screen, biochemical, fluorescence, single-stranded DNA substrate, uHTS. inhibition, % at 20 µM. actives 0.28% (n = 330,000). DNA dC->dU-editing enzyme APOBEC-3G (Homo sapiens), Q9HC16. AID 493012, 2011. recombinant A3G, ssDNA deamination FAM/TAMRA fluorescence;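 active means inhibition of at least 40% at 20 µM, with no more than 30% in the related APOBEC3A deaminase screen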;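 further: plate controls were DMSO wells with A3G for no effect and wells lacking A3G enzyme for full effect; some compounds called inactive have numbers as strong as hits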
Target sequence (Q9HC16 whole entry, looked up): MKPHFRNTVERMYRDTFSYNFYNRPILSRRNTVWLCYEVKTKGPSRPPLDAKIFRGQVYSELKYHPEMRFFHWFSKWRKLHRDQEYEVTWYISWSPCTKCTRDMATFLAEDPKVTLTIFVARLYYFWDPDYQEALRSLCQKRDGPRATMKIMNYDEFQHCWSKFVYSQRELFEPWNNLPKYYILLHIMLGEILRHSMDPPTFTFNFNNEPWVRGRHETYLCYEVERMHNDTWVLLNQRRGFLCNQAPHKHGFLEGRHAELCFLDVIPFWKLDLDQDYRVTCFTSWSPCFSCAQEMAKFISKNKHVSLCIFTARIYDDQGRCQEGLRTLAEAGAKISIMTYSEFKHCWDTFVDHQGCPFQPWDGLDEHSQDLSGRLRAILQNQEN
mIAP act: activators of mouse IAP, primary screen, biochemical, luminescence, uHTS. activation factor at 10 µM. muIAP, CDP-Star luminescence, 30 min; stronger effect = higher value; 1 = vehicle-only enzyme signal, 0 = enzyme-free wells. actives 0.24% (n = 330,000);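 active means activation factor of at least 2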; further: the source names both 10 and 20 µM as test concentration; values of inactives mirror those of a sister screen read the other way
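System: mouse IAP enzyme. Reagent: CDP-Star chemiluminescent phosphatase substrate. Benchmarks: DMSO wells, no-enzyme wells. Times: 30 min enzyme-substrate-compound incubation at room temperature. Detection: luminescence from enzymatic CDP-Star hydrolysis. Doses: test compounds delivered from DMSO solution.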
mIAP block: inhibitors of mouse IAP, primary screen, biochemical, luminescence, uHTS | intestinal alkaline phosphatase [Mus musculus] | inhibition, % at 10 µM | AID 2806, 2010 | purified mouse IAP, CDP-Star luminescence, 30 min | actives 0.2% (n = 330,000);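 active means inhibition of at least 40% at 10 µM in the primary screen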;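 further: plate controls were DMSO with enzyme for no effect and no enzyme wells for full effect; values of inactives mirror those of a sister screen read the other way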
MIN6 prolif: inducers of MIN6 beta-cell proliferation, primary screen, ATP luminescence, uHTS. MIN6 cells proliferation, ATPlite luminescence, 48 h; cells starved in 0.2% serum; 100% = growth in 10% serum. proliferation, % at 10 µM. actives 0.29% (n = 330,000). AID 2380, 2010;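 active means compounds whose signal lies at least 3.5 SD above the mean of all wells on their plate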;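 further: 0% = DMSO-treated cells in low-serum medium and 100% = 10% serum control; some compounds called inactive have numbers as strong as hits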
* marks the source's active call; other numbers are inactive results.

No.	Structure	NLRP3 yeast inh	APOBEC3A inh	tim10-1 inh	TIM10 inh	hIAP block	A3G deaminase	mIAP act	mIAP block	MIN6 prolif
1	Cc1ccc(S(=O)(=O)NNC(=O)Nc2ccccc2F)c(C)c1	3.3	1.2	12.8	6.2	-3.0	-0.6	0.988	1.2	-1.7
2	O=C(NCc1ccc(F)cc1)C1CCCN1S(=O)(=O)c1cccc2nsnc12 (stereo not drawn)	-3.1	0.3	-8.6	6.1	-9.7	11.4	0.998	0.2	4.6
3	O=C(NCCN1CCOCC1)c1cc(=O)[nH]c2ccc(Br)cc12	-5.4	-0.2	-9.4	-13.9	-8.8	-2.8	1.02	-2.0	-1.4
4	CCOC(=O)C1=C(C)NC(SC)=C(C#N)C1CC(C)C (stereo not drawn)	13.4	-0.5	19.2	10.9	-1.8	-5.4	0.928	7.2	-3.4
5	COc1ccc(C(=O)OCC(=O)N(C)C2CCS(=O)(=O)C2)cc1Br (stereo not drawn)	-1.5	-2.2	16.9	12.5	-1.7	-1.7	0.988	1.2	-7.1
6	CCOC(=O)C1CCN(c2cc3c(cc2NC(=O)c2ccc(F)cc2)n(C)c(=O)n3C)CC1	20.3	0.5	20.4	15.6	-19.1	-1.7	0.953	4.7	-0.6
7	c1ccc(-c2nnc(-c3ccccn3)nn2)nc1	11.2	4.0	22.7	25.6	-65.9	-5.5	0.898	10.2	-4.5
8	COc1ccc(/C=C/C(=O)NC(C)(C)C)cc1S(=O)(=O)N1CCOCC1	-8.4	2.5	-17.2	-9.0	-3.6	-9.5	0.98	2.0	4.3
9	Cc1ccc(S(=O)(=O)NC2CC2)cc1[N+](=O)[O-]	4.4	1.4	-2.3	-0.8	-12.6	-2.8	1.02	-2.5	-2.7
10	CCN(CC)CCNCc1cc(Cl)ccc1OCc1ccccc1F	5.4	-1.6	12.8	9.6	-4.9	-3.0	1.02	-1.8	-0.1
11	CCN1C(=O)[C@H]2[C@@H](c3ccc(-c4cccc(Cl)c4)c(OC)c3)N3CCCC[C@@]3(C(=O)OC)[C@H]2C1=O	7.7	0.3	4.7	8.2	2.2	1.0	0.918	8.2	-5.8
12	COc1ccc(CNC(=O)c2cc(S(=O)(=O)N3CCCCC3)ccc2Cl)cc1OC	8.7	1.5	7.7	-11.2	-2.0	-3.8	1.02	-2.4	-0.1
13	S=C(NCc1ccncc1)Nc1ccc(Cl)cc1	7.8	-0.8	16.3	7.7	-100.5	2.5	1.08	-7.6	1.3
14	CC(OC(=O)CNS(=O)(=O)/C=C/c1ccccc1)C(=O)Nc1ccc(S(=O)(=O)N2CCCC2)cc1 (stereo not drawn)	8.2	-1.5	19.9	7.1	3.1	-8.1	0.949	5.1	0.0
15	CCOc1ccc(N2C(=O)CC(N3CCN(c4ccccc4OC)CC3)C2=O)cc1 (stereo not drawn)	13.1	-6.2	17.8	5.9	-19.1	10.6	0.829	17.1	-3.2
16	COc1cc(C(=O)NC(=S)NNC(=O)[C@H]2C[C@@H]2c2ccccc2)cc(OC)c1OC	5.4	1.3	30.7	15.6	-6.3	-0.3	0.85	15.0	-3.3
17	O=C(N/N=C/c1ccc2c(c1)OCO2)c1cccnc1	22.3	-2.6	-8.3	10.9	18.8	-8.3	0.957	4.3	3.1
18	Cc1nnc(SCC(=O)Nc2ncc(S(=O)(=O)c3ccc([N+](=O)[O-])cc3)s2)s1	8.6	1.0	-2.8	-17.5	9.9	-7.4	0.962	3.8	-4.1
19	COc1ccc(C(=O)NC(C)CCCC(C)(C)O)cc1OC1CCN(C(C)=O)CC1 (stereo not drawn)	7.1	-4.6	-18.6	-3.5	-4.5	-3.1	1.06	-6.1	1.4
20	Cc1cc2c(=O)n(Cc3ccco3)c(SCC(=O)NCc3ccco3)nc2s1	1.5	11.0	22.2	9.9	2.9	6.8	0.766	23.4	-3.7
21	CC1Cc2ccccc2N1C(=O)C1CCCN(S(=O)(=O)c2cccc3cccnc23)C1 (stereo not drawn)	21.8	0.4	25.1	-5.8	24.2	-1.2	0.93	7.0	-4.8
22	CC(Cc1ccc(Cl)cc1)N1CCC(n2nccc2NC(=O)C2CCCC2)CC1 (stereo not drawn)	5.8	-0.3	1.9	4.1	-128.2	1.7	1.83	-83.4	-4.1
23	NC(=O)NC(=O)COC(=O)c1ccc2c(c1)C(=O)N(Cc1ccccc1)C2=O	9.0	2.5	-3.7	-8.2	0.8	-5.9	0.892	10.8	-1.2
24	COc1ccc2c(c1)C1=NN(/C(C)=C\C(C)=O)C(c3ccccc3)C1CC2 (stereo not drawn)	34.3	8.4	-1.7	6.7	13.5	13.2	0.974	2.6	-4.6
25	O=C(CSc1ccccc1)Nc1nc2ccccc2[nH]1	5.0	0.7	-7.7	15.1	-28.5	-4.5	0.87	13.0	-3.6

Full records as entered above.
Listed for `COc1ccc(C(=O)NC(C)CCCC(C)(C)O)cc1OC1CCN(C(C)=O)CC1` (stereo not drawn) → NLRP3 yeast inh = 7.1; APOBEC3A inh = -4.6; tim10-1 inh = -18.6; TIM10 inh = -3.5; hIAP block = -4.5; A3G deaminase = -3.1; mIAP act = 1.06; mIAP block = -6.1; MIN6 prolif = 1.4
Listed for `CCN1C(=O)[C@H]2[C@@H](c3ccc(-c4cccc(Cl)c4)c(OC)c3)N3CCCC[C@@]3(C(=O)OC)[C@H]2C1=O` → NLRP3 yeast inh = 7.7; APOBEC3A inh = 0.3; tim10-1 inh = 4.7; TIM10 inh = 8.2; hIAP block = 2.2; A3G deaminase = 1.0; mIAP act = 0.918; mIAP block = 8.2; MIN6 prolif = -5.8

(more compounds)
No.	Structure	NLRP3 yeast inh	APOBEC3A inh	tim10-1 inh	TIM10 inh	hIAP block	A3G deaminase	mIAP act	mIAP block	MIN6 prolif
26	COc1ccc(-c2cnnn2-c2ccc(NC(=O)/C=C/c3ccc(OC)c(OC)c3)cc2)cc1	-4.5	-5.6	-6.9	-11.2	-2.5	-5.7	1.02	-2.4	-1.5
27	N#CCC(=O)N/N=C/c1ccc(OS(=O)(=O)c2ccccc2)cc1	-5.2	-3.2	31.0	8.1	8.3	-8.3	0.985	1.5	0.0
28	COc1cccc(C2CC(c3cccs3)=NN2C(=O)CSc2nc3ccccc3o2)c1OC (stereo not drawn)	3.3	-2.6	31.1	29.4	13.1	-3.3	0.956	4.4	-0.6
29	COc1cc2c(cc1OC)C(c1ccccc1O)N(C1CC(=O)N(c3ccccc3)C1=O)CC2 (stereo not drawn)	11.8	-1.8	31.8	27.8	4.4	-4.0	1.05	-5.0	0.5
30	COc1cccc(CNC(=O)C2Cc3cc(S(=O)(=O)N4CCCC4)ccc3N2C(C)=O)c1OC (stereo not drawn)	17.7	-1.5	3.5	3.5	1.6	-0.4	0.976	2.4	0.1
31	Cc1c(OC(C)C(=O)N2C[C@H]3C[C@@H](C2)c2cccc(=O)n2C3)ccc2c3c(c(=O)oc12)CCCC3 (stereo partly drawn)	7.7	0.6	8.5	2.9	-5.5	-1.8	0.935	6.5	5.4
32	CCN1CCC2(CCN(C(=O)c3cc(COc4cc(C)ccc4C)on3)C2)C1 (stereo not drawn)	15.4	-4.4	13.9	-11.2	-17.8	-4.4	1.02	-2.0	-3.0
33	CC(C)C[C@@H]1CN=C(N)N1C[C@@H]1CCCN1C[C@@H](C(C)C)N1C[C@@H](Cc2ccccc2)N(CCCC2CCCC2)C1=N	9.1	-3.6	-16.0	10.4	-23.8	-4.3	1.1	-10.5	-2.2
34	CCOC(=O)c1ccccc1NC(=O)c1c(O)c2ccccc2n(CC)c1=O	16.1	-1.3	-15.4	12.2	-10.8	-3.9	0.871	12.9	-4.2
35	CCOc1ccccc1N1CCN(C(=O)c2ccc(-c3ccc(OC(C)=O)cc3)cc2)CC1	2.9	1.5	40.6*	15.6	1.5	-3.1	1.03	-2.6	-0.9
36	O=C(CSc1nnc2c(n1)[nH]c1ccccc12)Nc1cccc(S(=O)(=O)N2CCOCC2)c1	0.6	14.8	-4.9	-24.4	-10.2	6.2	0.89	11.0	-1.0
37	COC(=O)c1c(C)[nH]c(C(=O)OCC(=O)NCC(C)C)c1C	2.7	9.4	9.5	-4.4	3.9	-4.6	0.964	3.6	-3.4
38	CN(C)c1nc(-c2ccccc2)nc(-c2ccc(Cl)cc2)c1C#N	0.9	2.9	-2.5	2.0	8.6	-2.3	0.883	11.7	-3.6
39	Cn1cnc([N+](=O)[O-])c1Nc1ccccc1O	10.0	-8.5	-23.4	-15.2	-19.0	-8.5	0.979	2.1	-2.8
40	Cc1c(Br)c(C(N)=O)nn1C	-6.8	0.1	1.6	-10.6	11.0	-2.6	0.952	4.8	-0.1
41	COc1ccc(Br)cc1/C=C\C(=O)NCc1cccnc1	1.3	-5.9	-2.3	5.3	-2.3	-7.9	1.03	-2.6	1.6
42	O=C(NCCN1CCCCCC1)C1CCN(S(=O)(=O)N2CCOCC2)CC1	24.5	1.2	6.8	8.4	-10.2	2.0	1.03	-2.9	-0.7
43	O=C(OCc1ccccc1Cl)c1ccc(-n2cnnc2)cc1	9.2	-0.7	12.9	10.6	-2.9	-0.5	0.809	19.1	-2.2
44	O=C(CN1CCN(Cc2ccc3c(c2)OCO3)CC1)Nc1ccc2c(c1)OCO2	2.5	-1.1	-7.7	-8.2	4.9	0.0	1.05	-4.8	-2.8
45	CC(C)C(=O)NN1c2ccccc2CCc2ccccc21	-0.4	2.4	10.5	16.8	1.3	-3.2	1.06	-6.4	-4.2

Rewritten as labelled records: entries from further up.
30	COc1cccc(CNC(=O)C2Cc3cc(S(=O)(=O)N4CCCC4)ccc3N2C(C)=O)c1OC (stereo not drawn)
  NLRP3 yeast inh: 17.7	APOBEC3A inh: -1.5	tim10-1 inh: 3.5	TIM10 inh: 3.5	hIAP block: 1.6	A3G deaminase: -0.4	mIAP act: 0.976	mIAP block: 2.4	MIN6 prolif: 0.1

45	CC(C)C(=O)NN1c2ccccc2CCc2ccccc21
  NLRP3 yeast inh: -0.4	APOBEC3A inh: 2.4	tim10-1 inh: 10.5	TIM10 inh: 16.8	hIAP block: 1.3	A3G deaminase: -3.2	mIAP act: 1.06	mIAP block: -6.4	MIN6 prolif: -4.2

28	COc1cccc(C2CC(c3cccs3)=NN2C(=O)CSc2nc3ccccc3o2)c1OC (stereo not drawn)
  NLRP3 yeast inh: 3.3	APOBEC3A inh: -2.6	tim10-1 inh: 31.1	TIM10 inh: 29.4	hIAP block: 13.1	A3G deaminase: -3.3	mIAP act: 0.956	mIAP block: 4.4	MIN6 prolif: -0.6

35	CCOc1ccccc1N1CCN(C(=O)c2ccc(-c3ccc(OC(C)=O)cc3)cc2)CC1
  NLRP3 yeast inh: 2.9	APOBEC3A inh: 1.5	tim10-1 inh: 40.6*	TIM10 inh: 15.6	hIAP block: 1.5	A3G deaminase: -3.1	mIAP act: 1.03	mIAP block: -2.6	MIN6 prolif: -0.9

Assay outcomes as filed in PubChem BioAssay.
